MOR-DOR inv ag = inverse agonists of human mu-delta opioid receptor heterodimerization; P35372+P41143; cell-based MOR-DOR heterodimer luminescence, inverse agonism; inhibition, % at 9.3 µM; 340,000 tested, 0.21% active; in the data active = inhibition above about 22%, passing the limit was not always enough;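 note: 0% = cells with DMSO and 100% = wells without cells with DMSO; values of inactives mirror those of a sister screen read the other way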
PKA-R1A activ = PKA-R1A complex activation; PKA-R1A dissociation, Cy5-IP20 fluorescence polarization; scaled: DMSO 0%, 113 µM cGMP 100%; AID 504707; P00514+P68181; activation, % at 11.4 µM; 340,000 tested, 0.083% active;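 active = percent activation above the mean of all tested compounds plus 3 SD, cut at about 19% in these data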;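 note: higher means more PKAc released from R1A so a rise in polarization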
PfHsp90 set2 = growth inhibition of yeast expressing Plasmodium Hsp90; inhibition, % at 9.4 µM; S. cerevisiae expressing PfHsp90, BacTiter-Glo ATP, 48 h; yeast lacking PDR1 and PDR3 efflux regulators; 310,000 tested, 0.32% active; AID 504621;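 active = every replicate shows inhibition above about 80%, whatever the replicate mean, limit read from the data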;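 note: 0% = DMSO neutral controls and 100% = 20 µM radicicol positive controls; yeast relying on Plasmodium falciparum Hsp90 in place of its own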
AddAB inh = less growth of phage-infected E. coli with AddAB; AID 435030; 330,000 tested, 0.29% active; inhibition, % at 11.9 µM; E. coli expressing H. pylori AddAB, absorbance growth; in the data active = inhibition above about 12%;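 note: 0% = vehicle wells of infected cells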
phage Ecoli inh = E. coli growth loss with phage present. growth absorbance. inhibition, % at 11.9 µM. 360,000 tested, 0.26% active. AID 651602; in the data active = inhibition above about 11%
SUMO Mot1 rescue = SUMOylation pathway inhibition by Mot1-301 growth rescue. AID 2716. 320,000 tested, 1% active. growth rescue, % at 18.8 µM. S. cerevisiae Mot1-301 growth rescue, ATP luminescence, 38.5C; percent above DMSO median, 100 means doubled;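 active = every valid replicate shows activation above 250% relative to neutral control wells; inactive = the rest, any valid replicate at or below 250%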;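 note: OY570 slx delta 5 strain wells were the positive control but not used for scaling; some compounds called inactive have numbers as strong as hits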
Ecoli viability = reduces bacterial viability in AddAB counter-screen; E. coli V3065 growth, OD600 absorbance, 18 h; inhibition, % at 11.9 µM; 330,000 tested, 0.27% active;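 active = inhibition above the campaign's mean inhibition across all tested compounds plus 3 SD, cut at about 9.9% in these data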;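 note: uninfected addAB+ strain grown without phage in ampicillin broth; 0% = DMSO wells and 100% = ciprofloxacin 0.95 µg/ml wells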
MOR-DOR ag = agonists of human mu-delta opioid receptor heterodimerization; activation, % at 9.3 µM; AID 504326; cells, OPRM1-OPRD1 heterodimerization, luminescence; 340,000 tested, 0.3% active; P35372+P41143; in the data active = activation above about 18%;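 note: 0% = vehicle-treated cells and 100% = reference agonist; values of inactives mirror those of a sister screen read the other way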
Tat export inh = blocks Tat-dependent protein export in E. coli; E. coli MC4100 TorA-mCherry Tat export, fluorescence; inhibition, % at 10 µM; 340,000 tested, 0.036% active;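 active = mean replicate inhibition at least 50% and at least half of replicates individually reaching 50%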;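 note: exported cargo escapes ClpAP degradation while cytoplasmic cargo is degraded and loses fluorescence; 0% = median of neutral control wells and 100% = median of NaSCN control wells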
DSG3 Ab inh = inhibitors of pemphigus antibody binding to human desmoglein-3. binding (percent of control), % at 10 µM. 310,000 tested, 0.48% active. DSG3-coupled beads, scFv-anti-DSG3-GFP binding, flow cytometry; active compounds read low;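 active = binding more than 3 SD below its plate's average and above zero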;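 note: hits lower antibody fragment binding to DSG3; some compounds called inactive have numbers as strong as hits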
Target sequence (P32926 whole entry, looked up, the tested form may be a part): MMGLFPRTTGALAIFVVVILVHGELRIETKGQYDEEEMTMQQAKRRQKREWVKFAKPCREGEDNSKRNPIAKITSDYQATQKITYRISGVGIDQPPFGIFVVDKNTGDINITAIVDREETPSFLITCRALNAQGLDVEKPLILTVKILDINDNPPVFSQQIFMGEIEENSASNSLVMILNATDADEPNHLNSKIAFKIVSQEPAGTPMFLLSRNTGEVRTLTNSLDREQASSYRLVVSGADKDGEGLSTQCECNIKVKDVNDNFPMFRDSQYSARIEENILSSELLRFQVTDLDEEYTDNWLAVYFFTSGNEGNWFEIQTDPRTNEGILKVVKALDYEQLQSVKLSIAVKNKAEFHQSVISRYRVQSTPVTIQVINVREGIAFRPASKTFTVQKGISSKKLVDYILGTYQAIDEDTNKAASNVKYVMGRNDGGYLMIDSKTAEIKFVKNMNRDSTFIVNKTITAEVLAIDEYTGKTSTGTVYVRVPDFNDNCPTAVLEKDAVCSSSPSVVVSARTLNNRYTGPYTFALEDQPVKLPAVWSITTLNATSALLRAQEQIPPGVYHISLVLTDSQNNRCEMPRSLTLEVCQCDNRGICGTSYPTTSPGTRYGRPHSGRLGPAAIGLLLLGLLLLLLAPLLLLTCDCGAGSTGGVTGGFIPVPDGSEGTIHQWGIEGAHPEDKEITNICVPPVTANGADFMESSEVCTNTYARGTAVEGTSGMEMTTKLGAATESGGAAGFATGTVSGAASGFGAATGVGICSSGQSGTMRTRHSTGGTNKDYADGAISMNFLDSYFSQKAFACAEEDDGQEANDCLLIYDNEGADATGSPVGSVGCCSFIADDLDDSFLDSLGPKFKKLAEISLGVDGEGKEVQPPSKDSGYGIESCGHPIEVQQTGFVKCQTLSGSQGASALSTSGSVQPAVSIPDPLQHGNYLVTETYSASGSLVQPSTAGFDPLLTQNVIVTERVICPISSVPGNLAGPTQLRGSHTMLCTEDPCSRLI
Arrestin-AP2 inh = inhibitors of human beta-arrestin and AP2 interaction | inhibition, % at 10 µM | FITC-arrestin peptide / GST-AP2 beads, flow cytometry; AP2 beta2 appendage carries R879A mutation | 340,000 tested, 0.31% active | AID 504490;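 active = inhibition above a set limit, near 3 SD of compounds lacking own fluorescence, cut at about 54% in these data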;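 note: plate controls were DMSO wells for no effect and 5 µM unlabelled arrestin peptide for full effect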
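system = GST-tagged AP2 beta2-adaptin appendage (R879A) on 4 µm glutathione beads | reagent = FITC-labelled arrestin peptide probe, 50 nM final | schedule = compound with beads 12 min RT, then probe 1 h RT | signal = HyperCyt-sampled flow cytometry, FL1 channel, ex 488/em 535 nm | read-out = percent response from loss of bead-bound FITC fluorescence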
An asterisk follows results filed as active; . = no result given.

SMILES	MOR-DOR inv ag	PKA-R1A activ	PfHsp90 set2	AddAB inh	phage Ecoli inh	SUMO Mot1 rescue	Ecoli viability	MOR-DOR ag	Tat export inh	DSG3 Ab inh	Arrestin-AP2 inh
Nc1nc(-c2ccc3c(c2)OCCO3)cs1	6	-1	-8	-0.2	1.3	.	2.0	-1.1	-1	104	-1
CN1CCCCC1=NCCCn1cnc2c1c(=O)n(C)c(=O)n2C	4	3	3	-0.8	0.6	602*	1.2	-0.8	-5	96	9
CCOC(=O)c1c(NC(=O)Cn2cnc([N+](=O)[O-])n2)sc2c1CCC(C)C2 (centres undefined)	-34	-6	.	0.8	-1.6	9	0.3	5.8	-9	.	2
CCOC(=O)Cn1c(CN2CCN(C(c3ccccc3)c3ccccc3)CC2)nc2c1c(=O)n(C)c(=O)n2C	5	-4	8	-3.1	1.1	-3	-1.1	-0.9	-1	128	3
CCOC(=O)c1c(C)oc2c1c(C(c1cccnc1)N1CCOCC1)c(O)c1ccccc12 (centres undefined)	-1	-7	91*	2.7	1.5	.	0.8	0.2	-4	96	-5
COC(=O)CCN(C(=O)c1ccc(C)c([N+](=O)[O-])c1)c1ccccn1	13	2	-3	-1.4	3.8	-1	0.0	-2.4	-6	102	32
CCOC(=O)Cn1nc(C)c(NC(=O)COc2ccc([N+](=O)[O-])cc2)c1C	13	-3	11	2.2	4.0	0	-0.4	-2.7	10	116	-17
COc1ccc(CCNc2oc(-c3ccc(OC)c(OC)c3)nc2C#N)cc1	4	-5	7	1.0	2.0	-1	-1.3	-0.8	9	99	18
CN1CCN(S(=O)(=O)c2cccc(C(=O)Nc3cc(C(F)(F)F)ccc3N3CCCC3)c2)CC1	0	8	.	-0.6	1.3	-10	-1.4	0.0	-2	103	-9
Cc1c(N(C(=O)Cc2cccs2)C2(C(=O)NC3CCCC3)CCCCC2)c(=O)n(-c2ccccc2)n1C	7	-1	-7	1.9	1.3	6	-0.3	-1.5	-4	112	-8
Oc1ccc(C2C(c3ccccc3)=NN=C(c3ccc(Cl)cc3)N2O)c(O)c1 (centres undefined)	-15	-4	-27	2.0	1.9	-3	2.0	2.5	-10	98	-4
O=C(Nc1ccc(O)c(-c2nc3ccccc3o2)c1)C1(c2ccc(Br)cc2)CCCC1	11	3	13	5.9	2.1	-19	1.0	-2.0	-4	99	7
CNC(=O)CCn1nc(-c2ccccc2)c2ccccc2c1=O	-3	3	47	-1.8	2.6	5	-2.1	0.5	1	100	4
CCOc1ccccc1NC(=O)C1CCN(C(=O)C2CC(=O)N(c3ccc(C)cc3)C2)CC1 (centres undefined)	-3	-5	4	2.3	0.2	14	-1.5	0.4	-5	.	12
CCCCSC1=C(C#N)C(c2ccccc2C)CC(=O)N1 (centres undefined)	3	7	13	3.2	1.8	-6	-0.1	-0.5	4	103	3
O=C(NCC1CCCO1)c1cccc(C(=O)NCC2CCCO2)c1 (centres undefined)	0	1	7	0.0	-0.5	7	-0.1	0.1	2	129	14
CC(C)CNC(=O)CSc1nc2nn(-c3ccccc3)c(=O)c-2c2n1CCCCC2	5	-3	7	-0.2	1.9	-14	-1.1	-1.1	-6	.	33
C=CCC1NS(=O)(=O)OC(COC)C1C (centres undefined)	13	-10	-6	1.8	1.6	9	1.4	-2.3	-3	104	10
Cc1cc2c(c(SCC(=O)NCCc3ccccc3)n1)C(=O)OC2	-8	-7	-38	1.6	0.9	5	-1.9	1.2	-2	.	-7
COc1cc(C(CC(=O)Nc2ccc(Cl)cn2)N2Cc3ccccc3C2=O)cc(OC)c1OC (centres undefined)	10	-8	-2	1.2	1.7	4	0.2	-2.3	3	98	-2
O=C(O)c1ccccc1C(=O)c1ccc2c(c1)CCC2	11	-1	-6	2.5	-0.9	-15	2.3	-2.4	-11	116	7
Cc1ccc(NC(=O)CN(C)C(=O)CSc2nncn2C)cc1	1	12	-16	1.4	1.9	-9	-1.1	-0.3	-4	109	-10
CC(=O)OCC(=O)NCC(=O)c1c[nH]c2ccccc12	5	3	3	1.2	1.4	-10	-1.0	-0.8	0	100	8
CC(=O)NC(Cc1ccc(F)c(F)c1)C(=O)NC1CCN(c2nnnn2-c2ccccc2)CC1 (centres undefined)	0	-5	8	-0.2	1.6	-8	-0.2	0.1	-3	99	0
C=CC(O)(C#CCN(CC)CC)c1ccccc1 (centres undefined)	14	-2	-4	1.2	0.8	.	-0.1	-2.2	-3	103	15
Cc1cc(N2CCOCC2)nc2cc(O)ccc12	18	-1	-5	-0.2	0.4	140	-1.5	-3.5	-3	98	17
Cc1c(Cl)cccc1NC(=O)Cn1cccc1	12	-16	.	1.8	1.4	-4	0.8	-2.3	-8	97	2
Cc1ccsc1/C=N/NC(=O)CNC(=O)c1cccc([N+](=O)[O-])c1C	2	8	-15	0.6	3.8	22	0.2	-0.5	0	100	-5
CC(C)CCNCC(O)CON=C1c2ccccc2-c2ccccc21 (centres undefined)	-31	2	-7	1.6	3.1	-16	2.0	6.0	17	105	12
CC(OC(=O)c1cc(=O)c2cc(Cl)ccc2o1)C(=O)N1CCCC1 (centres undefined)	13	-4	.	.	2.4	.	.	-2.5	-2	103	6

Two compounds from above, reduced to SUMO Mot1 rescue, PfHsp90 set2 and Ecoli viability.
smiles,SUMO Mot1 rescue,PfHsp90 set2,Ecoli viability
COc1cc(C(CC(=O)Nc2ccc(Cl)cn2)N2Cc3ccccc3C2=O)cc(OC)c1OC (centres undefined),4,-2,0.2
O=C(O)c1ccccc1C(=O)c1ccc2c(c1)CCC2,-15,-6,2.3

Eleven compounds out of the list, sorted by SMILES length, lowest first.
SMILES	MOR-DOR inv ag	PKA-R1A activ	PfHsp90 set2	AddAB inh	phage Ecoli inh	SUMO Mot1 rescue	Ecoli viability	MOR-DOR ag	Tat export inh	DSG3 Ab inh	Arrestin-AP2 inh
C=CCC1NS(=O)(=O)OC(COC)C1C (centres undefined)	13	-10	-6	1.8	1.6	9	1.4	-2.3	-3	104	10
Cc1c(Cl)cccc1NC(=O)Cn1cccc1	12	-16	.	1.8	1.4	-4	0.8	-2.3	-8	97	2
Cc1cc(N2CCOCC2)nc2cc(O)ccc12	18	-1	-5	-0.2	0.4	140	-1.5	-3.5	-3	98	17
O=C(O)c1ccccc1C(=O)c1ccc2c(c1)CCC2	11	-1	-6	2.5	-0.9	-15	2.3	-2.4	-11	116	7
CC(=O)OCC(=O)NCC(=O)c1c[nH]c2ccccc12	5	3	3	1.2	1.4	-10	-1.0	-0.8	0	100	8
CC(C)CCNCC(O)CON=C1c2ccccc2-c2ccccc21 (centres undefined)	-31	2	-7	1.6	3.1	-16	2.0	6.0	17	105	12
Cc1cc2c(c(SCC(=O)NCCc3ccccc3)n1)C(=O)OC2	-8	-7	-38	1.6	0.9	5	-1.9	1.2	-2	.	-7
CC(OC(=O)c1cc(=O)c2cc(Cl)ccc2o1)C(=O)N1CCCC1 (centres undefined)	13	-4	.	.	2.4	.	.	-2.5	-2	103	6
Cc1ccsc1/C=N/NC(=O)CNC(=O)c1cccc([N+](=O)[O-])c1C	2	8	-15	0.6	3.8	22	0.2	-0.5	0	100	-5
CC(C)CNC(=O)CSc1nc2nn(-c3ccccc3)c(=O)c-2c2n1CCCCC2	5	-3	7	-0.2	1.9	-14	-1.1	-1.1	-6	.	33
CC(=O)NC(Cc1ccc(F)c(F)c1)C(=O)NC1CCN(c2nnnn2-c2ccccc2)CC1 (centres undefined)	0	-5	8	-0.2	1.6	-8	-0.2	0.1	-3	99	0

(listing goes on)
SMILES	MOR-DOR inv ag	PKA-R1A activ	PfHsp90 set2	AddAB inh	phage Ecoli inh	SUMO Mot1 rescue	Ecoli viability	MOR-DOR ag	Tat export inh	DSG3 Ab inh	Arrestin-AP2 inh
O=C(CCCN1C(=O)c2cccnc2C1=O)N1CC(=O)N(CCc2ccccc2)C(=O)C1	14	-3	9	3.1	1.4	24	-3.2	-2.4	1	108	3
CN1C[C@@H]2C(c3ccc(Cl)nc3)C3(c4cccnc4)CC2(C3)[C@H]1c1ccccc1 (some centres undefined)	9	10	.	3.1	0.0	8	-0.9	-1.6	5	111	-1
CCc1ccc(NS(=O)(=O)c2ccc3[nH]c(=O)[nH]c3c2)cc1	11	-8	23	2.8	0.5	9	1.0	-2.3	9	107	-12
C=CCn1c(-c2ccc(N)cc2)nc2ccccc21	19	3	17	4.2	4.1	265	-1.1	-3.8	5	111	21
CC1(C(=O)NCc2ccc(Cl)c(Cl)c2)Oc2cccnc2NC1=O (centres undefined)	6	2	4	0.0	0.3	9	-1.7	-1.3	-10	.	4
O=C(CSc1nnc(COc2cccc3cccnc23)o1)N1CCc2ccccc21	-32	11	-13	0.1	1.1	-8	-0.9	5.5	4	100	-3
O=C(C(=O)N1CCN(c2ccccc2)CC1)c1c[nH]c2ccccc12	3	-5	4	3.0	-3.1	-18	-1.1	-0.6	-1	.	17
Cc1cc(C)c(OCCCCNCc2ccccc2)c(Cl)c1	-28	6	.	6.5	4.4	15	0.3	5.8	15	104	-9
COc1ccc(OC)c(N(CC(=O)N2CCCC2)S(=O)(=O)c2ccc(C)cc2)c1	15	2	23	2.2	1.7	-3	1.4	-2.8	2	96	5
COc1cc(NC2CCCCC2O)c2nc(-c3ccc(Cl)cc3)ccc2c1 (centres undefined)	-28	-2	-30	-0.4	4.7	-6	1.4	6.1	8	106	24
COC(=O)c1ccc(CSC2=NC[C@@H]3[C@@H]4C(=O)N(C)C(=O)[C@@H]4[C@](Cc4ccccc4)(C(=O)OC)N23)cc1	4	-6	-26	-1.1	0.1	.	0.4	-0.8	4	103	-9
CS(=O)(=O)N(CC(=O)N/N=C/c1ccco1)c1ccccc1Br	-11	-7	-19	3.2	2.0	0	1.2	2.1	-9	107	7
CCc1nn(C(C)C(=O)NCCN2CCCCCC2)c(=O)c2cc3occc3n12 (centres undefined)	-15	4	9	1.8	-1.9	11	-4.3	2.9	0	109	-14
COC(=O)CC1c2ccccc2S(=O)(=O)N1Cc1ccccc1 (centres undefined)	3	-5	-16	-0.6	2.5	-10	-1.9	-0.5	0	103	-8

Source: PubChem BioAssay (several laboratories)

Outcome played no part in choosing rows. About 2.8% of those tested had a hit in this group.
